SR-BI DiI-HDL act = SR-BI HDL lipid transfer activation; AID 504775; 0.096% of 320,000 active; activation, % at 12.5 µM; CHO ldlA[mSR-BI] cells, DiI-HDL uptake fluorescence, 3 h; 100 = double the neutral-control signal;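 active = mean replicate activation of at least 60% and every replicate at or above 60%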;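 also: 0% = median plate neutral-control signal and 100% = twice that signal; values of inactives mirror those of a sister screen read the other way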
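Material: SR-BI-overexpressing, LDLR-lacking CHO cells | Dosing: Single compound concentration, delivered by pin transfer | Probe or stimulus: Labelled HDL, 10 µg/mL | Signal: Bottom-read cell fluorescence after medium removal, ex 550/em 595 nm | Schedule: 3 h, 37 °C | Evaluation: HDL uptake via cellular fluorescence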
LANA DNA inh = blocks KSHV LANA C-terminal domain binding to DNA; 0.078% of 340,000 active; MBP-C-LANA/FAM-LBS DNA binding, fluorescence polarization; inhibition, % at 9 µM;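 active = highest replicate inhibition at or above 60% at 9 µM, even if other replicates fall short; inactive = all replicates below 60% inhibition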;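 also: 0% = neutral control wells and 100% = 4 µM acridine orange control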
Cardiac RTF inh = cardiac RTF calcium desensitization; IANBD-labeled cardiac RTF, Ca2+ fluorescence; inhibition, % at 7.15 µM; 0.12% of 340,000 active; AID 493244;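 active = inhibition above the mean inhibition of all tested compounds plus 3 SD, cut at about 17% in these data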;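 also: assay run at fixed EC70 calcium of 1.6 mM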
CAL PDZ FP-1 = inhibitors of human CAL PDZ peptide binding. Q9HD26. purified CAL PDZ, TMR-peptide fluorescence polarization, 1 h. inhibition, % at 20 µM. 0.02% of 330,000 active. AID 504414;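 active = highest replicate inhibition of at least 40%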;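 also: plate controls were DMSO neutral control wells for no effect and unlabeled competitor peptide control wells for full effect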
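System: purified tagged CAL PDZ domain construct (CerCALP). Schedule: 1 h incubation at room temperature before polarization reading. Medium: 25 mM sodium phosphate pH 7.4, 150 mM NaCl, TCEP, IgG, Thesit. Read-out: percent inhibition from loss of millipolarization. Measured by: FP readout, S and P plane fluorescence. Probe or stimulus: fluorescent TMR peptide probe.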
Rtt109 Vps75 = blocks Candida albicans Rtt109/Vps75 acetyltransferase activity. Q5AAJ8. purified Rtt109/Vps75, ThioGlo CoA-SH fluorescence, 4 h. inhibition, % at 34.9 µM. 0.16% of 330,000 active. AID 540336;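 active = inhibition of at least 50% in every replicate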
Target sequence (Q5AAJ8 whole entry, looked up): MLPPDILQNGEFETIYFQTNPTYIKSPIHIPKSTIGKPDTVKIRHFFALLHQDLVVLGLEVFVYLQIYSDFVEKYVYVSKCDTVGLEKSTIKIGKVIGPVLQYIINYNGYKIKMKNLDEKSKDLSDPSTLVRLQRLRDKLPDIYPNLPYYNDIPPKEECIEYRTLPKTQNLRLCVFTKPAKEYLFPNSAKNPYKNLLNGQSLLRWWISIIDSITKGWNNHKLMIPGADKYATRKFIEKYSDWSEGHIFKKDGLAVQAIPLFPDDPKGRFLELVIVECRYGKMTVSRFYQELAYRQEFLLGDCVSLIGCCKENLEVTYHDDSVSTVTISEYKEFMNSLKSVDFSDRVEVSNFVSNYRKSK
cardiac RTF act = cardiac RTF calcium sensitization. AID 493008. activation, % at 7.2 µM. IANBD-labeled TnC RTF fluorescence at EC20 calcium; 0% EC20 calcium, 100% full calcium. 0.24% of 340,000 active;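 active = activation above the mean over all tested compounds plus 3 SD, cut at about 30% in these data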;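 also: rise in fluorescence read as greater calcium sensitivity of cardiac thin filaments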
DAGLB inh = diacylglycerol lipase beta (human) inhibition. Q8NCG7. HEK293T DAGLB membrane lysate, EnzChek fluorogenic substrate. inhibition, % at 5.17 µM. 0.059% of 340,000 active. AID 504411; in the data active = inhibition above about 34%;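 also: 0% = enzyme with vehicle and 100% = wells lacking enzyme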
Keap1-Nrf2 PPI = inhibitors of human Keap1-Nrf2 protein-protein interaction. Q14145. Keap1 Kelch-Nrf2 peptide fluorescence polarization, 1536-well. inhibition, % at 9.4 µM. 0.15% of 340,000 active. AID 504523; in the data active = inhibition above about 12%;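 also: human Keap1 Kelch domain with fluorescein labeled Nrf2 9mer peptide probe; 0% = neutral control wells and 100% = peptide positive control; higher means more block of Keap1 binding to Nrf2 peptide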
CAL PDZ FP-2 = CAL PDZ (human) peptide binding inhibition. purified CAL PDZ, TMR-peptide fluorescence polarization, 1 h. inhibition, % at 24.9 µM. 0.92% of 300,000 active. AID 602252;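 active = mean inhibition of at least 30% with at least half of replicates also reaching 30%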;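 also: 0% = DMSO neutral control and 100% = excess unlabeled competitor peptide PRC23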
PKA-R2B activ = PKA-R2B complex activation | activation, % at 11.4 µM | AID 504700 | P22694+P31323 | 0.079% of 340,000 active | PKA-R2B holoenzyme dissociation, Cy5-IP20 fluorescence polarization; R2B truncated from residue 108, S112A mutant; 0% DMSO only, 100% 113 µM cGMP;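 active = activation above a cutoff set at the mean over all compounds plus 3 SD, cut at about 18% in these data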;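 also: higher means more holoenzyme dissociation and a rise in polarization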
Target sequence (P31323 whole entry, looked up, other chains not shown, the tested form may be a part): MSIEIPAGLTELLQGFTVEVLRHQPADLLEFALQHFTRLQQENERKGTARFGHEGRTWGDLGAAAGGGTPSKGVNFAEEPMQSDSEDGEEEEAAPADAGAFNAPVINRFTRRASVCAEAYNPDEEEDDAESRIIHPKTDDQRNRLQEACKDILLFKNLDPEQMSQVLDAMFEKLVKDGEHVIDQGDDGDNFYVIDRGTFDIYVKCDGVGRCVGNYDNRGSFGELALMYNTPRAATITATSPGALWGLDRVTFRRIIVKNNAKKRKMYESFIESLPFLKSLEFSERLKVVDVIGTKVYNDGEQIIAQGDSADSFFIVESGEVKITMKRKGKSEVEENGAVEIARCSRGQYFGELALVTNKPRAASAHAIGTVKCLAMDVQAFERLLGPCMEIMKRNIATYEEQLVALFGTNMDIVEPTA
* = called active by the depositor; . = no result given.

Order of values: SR-BI DiI-HDL act, LANA DNA inh, Cardiac RTF inh, CAL PDZ FP-1, Rtt109 Vps75, cardiac RTF act, DAGLB inh, Keap1-Nrf2 PPI, CAL PDZ FP-2, PKA-R2B activ
1. COc1ccc(-c2nnc(SCC(=O)NC3CC3)o2)cc1
 : 3, -4.7, -4, 0.7, 0, -5, 1, -1, -3, 16
2. Cn1cccc1C(=O)c1ccc(Cl)cc1Cl
 : -16, 0.4, -2, -3.4, 5, 8, -3, -1, -5, -1
3. N#C/C(=C\c1ccc(O)c(O)c1)C(=O)NCc1ccccc1
 : 12, -0.4, -8, -0.2, 7, 6, 32, -8, -1, 8
4. C=CCc1ccc(OCC(O)CN2CCN(c3ccccc3OC)CC2)c(OC)c1 (stereo not drawn)
 : -15, -1.8, -4, 0.0, -5, 2, -1, -6, -1, -1
5. Cn1nnnc1SCC(=O)N1N=C(c2ccc(Cl)cc2)CC1c1ccco1 (stereo not drawn)
 : -35, 0.3, 5, -1.0, -3, -3, -4, 1, ., 7
6. O=C(OCc1csc(Nc2ccccc2)n1)c1ccc(Cl)cc1
 : 6, 1.2, -17, 0.5, -1, 0, -4, -2, -5, -6
7. O=C(c1ccc(F)cc1)N1CCC(n2nnc3ccccc32)CC1
 : 2, -0.9, 7, -0.7, ., -2, -2, -1, -3, -7
8. COc1cccc(-c2csc(N3CCN(CC(=O)Nc4ccc5c(c4)OCO5)CC3)n2)c1
 : -52, 0.1, 0, -1.4, 8, -3, -2, -3, -3, -5
9. COC(=O)C1=C(N)Oc2cc(C)n(C)c(=O)c2C1c1ccc(Cl)cc1 (stereo not drawn)
 : 1, 1.0, -4, -0.3, 0, -1, 2, -5, 7, 2
10. CCN(CC)CCN(C(=O)c1ccc2ccccc2c1)c1nc2ccc(OC)cc2s1
 : -12, 2.2, -1, -3.3, 5, -5, -5, -3, 1, 9
11. Cc1ccc(NC(=O)CSc2nncn2-c2ccccn2)cc1Cl
 : 13, 0.8, -16, 0.5, -3, -2, 3, -1, -1, -1
12. CC1CN(Cc2ccccc2)c2nc3c(c(=O)[nH]c(=O)n3C)n2C1 (stereo not drawn)
 : -2, 0.6, -2, 0.7, -6, -4, -1, -2, -4, -4
13. CCOc1ccc(N(CC(=O)Nc2c(C)n(C)n(-c3ccccc3)c2=O)S(=O)(=O)c2ccccc2)cc1
 : 1, -1.7, 1, -0.4, 9, 6, 2, -3, -5, -8
14. O=C(O)CCC(=O)N1CCc2c([nH]c3ccccc23)C1C(F)(F)F (stereo not drawn)
 : -22, -1.0, -2, -0.9, 1, 9, 0, -4, -7, 5
15. C=C(C)COc1ccc(-c2ncncc2-c2ccc(Cl)cc2)c(O)c1
 : -36, -1.8, 0, -1.5, 9, -3, -9, -2, 7, -14
16. CC(=O)Nc1ccc(S(=O)(=O)N(CC(=O)NC2CC2)Cc2ccccc2)cc1
 : 24, -1.3, 1, -1.8, 4, -1, 2, 0, -5, -6
17. Nc1c(C(=O)c2ccccc2)sc2snc(SCC(=O)c3ccccc3)c12
 : 0, -1.8, -4, 1.0, 18, -2, 18, -6, -3, 9
18. CN1CCc2ccccc2CC1=O
 : 19, -0.9, 1, -0.1, 4, -1, -3, 2, -3, 0
19. C=CCN(C(=O)CCC(=O)Nc1cc(C)on1)C(C(=O)NC1CCCC1)c1ccc(Cl)cc1 (stereo not drawn)
 : -2, -0.1, 6, -1.1, -7, -6, 4, 2, -3, -1
20. O=C(Cn1cc(C(F)(F)F)ccc1=O)NCCc1ccc(Cl)cc1Cl
 : 25, 0.6, -6, -2.4, -4, 8, 0, -1, -4, 2
21. Cc1oc(-c2ccccc2Cl)nc1CSCC(=O)NC1CCCC1
 : 3, 0.6, 3, -2.7, 14, -1, -3, -6, -2, -1
22. CCOC(=O)c1c(C)[nH]c(C(=O)CSc2ccc(Cl)cc2)c1C
 : -28, 2.4, -6, -1.8, 5, 1, -10, 3, -3, -2
23. COc1ccccc1NCCC(=O)OCC(=O)Nc1ccc(Cl)cn1
 : 19, 0.8, 4, -2.3, -3, -3, 0, 0, 3, -6
24. CCCCNc1nnc(SCC(=O)c2c(N)n(CCC)c(=O)[nH]c2=O)s1
 : -4, 0.8, 0, -0.3, 5, -3, 3, 4, -2, -3
25. CC1CN(c2ccccc2)c2nc3c(c(=O)[nH]c(=O)n3C)n2C1 (stereo not drawn)
 : 15, 0.2, -5, 0.4, -2, -4, 4, -4, -2, -4
26. COc1ccc(C)cc1S(=O)(=O)N(CC(=O)NC1CCCC1)c1ccc(F)cc1
 : 5, -0.6, -9, -2.1, 3, -1, 0, -7, 2, -4
27. Cc1cc2nc(C3CCCN(C(=S)Nc4ccccc4C)C3)[nH]c2cc1C (stereo not drawn)
 : -31, 0.4, -6, -2.1, 3, 5, 1, -1, 0, 0
28. C/C(=N/NC(=O)c1ccccc1O)c1ccc(N2C(=O)C3CCCCC3C2=O)cc1 (stereo not drawn)
 : 5, -0.4, -2, 0.1, -3, -4, 1, -7, -2, 7
29. Cc1c(C(=O)N2CCCC2)oc2c1-c1nn(CC(=O)NCCCN3CCCCC3C)cc1CC2 (stereo not drawn)
 : 17, 5.0, -7, -0.4, 0, -3, 3, -2, 0, -1
30. O=c1cc(N2CCN(Cc3ccccc3)CC2)[nH]c(=O)n1-c1cccc(C(F)(F)F)c1
 : -30, 1.1, -5, -1.5, -1, -2, 2, 1, 0, 8

Further results:
Order of values: SR-BI DiI-HDL act, LANA DNA inh, Cardiac RTF inh, CAL PDZ FP-1, Rtt109 Vps75, cardiac RTF act, DAGLB inh, Keap1-Nrf2 PPI, CAL PDZ FP-2, PKA-R2B activ
31. O=C(CCc1nnc2ccc(N3CCC4(CC3)OCCO4)nn12)NCc1ccc(F)cc1
 : 12, -0.1, -5, -1.2, -6, -6, -4, 3, -7, -2
32. COc1cccc(NC2=NC3(CCCCC3)N=C(N)N2)c1
 : -25, 0.7, -10, -4.3, 4, 13, 1, -3, -1, -4
33. CC1CCCN(C(=O)c2cc3c(-c4ccc(Cl)cc4)nn(C)c3s2)C1 (stereo not drawn)
 : -20, 1.5, 0, -1.4, -7, 4, -9, -6, 13, -8
34. O=C(CSc1nc2[nH]ncc2c(=O)[nH]1)NCc1ccc(F)cc1
 : -9, 1.3, -5, -1.7, ., -3, -1, -2, 2, -5
35. Cc1ccc(-n2c(SCC(=O)O)nc3c(sc(=S)n3-c3ccc(C)c(C)c3)c2=O)cc1
 : 2, 0.4, -8, -3.5, -1, 2, 1, -3, -2, -4
36. N#C/C(=C(O)\C=C\c1ccccc1)c1nc2ccccc2[nH]1
 : -13, 0.5, 7, 0.6, -5, -1, 7, -2, -2, 7
37. COc1ccc(Cl)cc1N1C(=O)C2CCCN2C1c1cccc(F)c1 (stereo not drawn)
 : -14, 0.7, -1, 0.0, 3, 3, -4, -2, ., -4
38. CC(=O)Nc1ccc(S(=O)(=O)NCCN2CCNC2=O)cc1Cl
 : 16, 2.5, -3, -0.3, -1, -2, -1, -3, -2, 5
39. COc1cccc(OC)c1C(=O)N1CCN(Cc2ccc3c(c2)OCO3)CC1
 : -7, -1.3, -2, -0.1, -5, -1, 3, -2, ., 0
40. CCN1CCN(c2nc(-c3ccccc3)c3ccccc3n2)CC1
 : ., 1.8, -16, -3.6, -82, -4, -2, -3, -5, 4
41. Nn1c(SCC(=O)Nc2cccc(C(F)(F)F)c2)nncc1=O
 : 2, -2.0, 5, -1.4, -14, 4, -1, -5, -2, 7
42. COC(=O)Cc1c(C)nc2nc(NCc3ccc(Cl)cc3)[nH]n2c1=O
 : 1, 0.5, -1, ., -15, 4, 0, 2, 9, 8
43. CC(C)C[C@H](NC(=O)C1(c2ccccc2)CCN(C(=O)OC(C)(C)C)CC1)C(=O)N1CCC[C@H]1C(=O)O
 : -1, 0.4, 4, -1.5, 4, 0, -3, -3, 0, 2
44. CCOC(=O)N/N=C/c1cc(OC)c(O)c(OC)c1
 : 25, 0.6, -1, -0.7, -1, 4, -1, -1, -1, 0

Retrieved one by one from above:
Order of values: SR-BI DiI-HDL act, LANA DNA inh, Cardiac RTF inh, CAL PDZ FP-1, Rtt109 Vps75, cardiac RTF act, DAGLB inh, Keap1-Nrf2 PPI, CAL PDZ FP-2, PKA-R2B activ
43. CC(C)C[C@H](NC(=O)C1(c2ccccc2)CCN(C(=O)OC(C)(C)C)CC1)C(=O)N1CCC[C@H]1C(=O)O
 : -1, 0.4, 4, -1.5, 4, 0, -3, -3, 0, 2
41. Nn1c(SCC(=O)Nc2cccc(C(F)(F)F)c2)nncc1=O
 : 2, -2.0, 5, -1.4, -14, 4, -1, -5, -2, 7
37. COc1ccc(Cl)cc1N1C(=O)C2CCCN2C1c1cccc(F)c1 (stereo not drawn)
 : -14, 0.7, -1, 0.0, 3, 3, -4, -2, ., -4
34. O=C(CSc1nc2[nH]ncc2c(=O)[nH]1)NCc1ccc(F)cc1
 : -9, 1.3, -5, -1.7, ., -3, -1, -2, 2, -5

An excerpt from above, showing only Keap1-Nrf2 PPI and cardiac RTF act.
entry	SMILES	Keap1-Nrf2 PPI	cardiac RTF act
32	COc1cccc(NC2=NC3(CCCCC3)N=C(N)N2)c1	-3	13
16	CC(=O)Nc1ccc(S(=O)(=O)N(CC(=O)NC2CC2)Cc2ccccc2)cc1	0	-1

Screens deposited in PubChem by several laboratories.
